RGS4 inh: human RGS4 inhibition; P49798; Transcreener GDP fluorescence polarization, RGS4-accelerated GTP hydrolysis; Potency, µM (titrated, usually from 114 µM), for the others: at the top dose activity change, negative = inhibition, hits mostly inhibitors; 390,000 compounds, 0.039% hits; note: potency is the fitted concentration of half-maximal effect; % is set by controls: 0 for no effect and ±100 for the full control effect; nearly all actives have a fitted effect of over 75% in size; some results filed as inactive show a strong effect at the top dose
Target sequence (P49798 whole entry, looked up): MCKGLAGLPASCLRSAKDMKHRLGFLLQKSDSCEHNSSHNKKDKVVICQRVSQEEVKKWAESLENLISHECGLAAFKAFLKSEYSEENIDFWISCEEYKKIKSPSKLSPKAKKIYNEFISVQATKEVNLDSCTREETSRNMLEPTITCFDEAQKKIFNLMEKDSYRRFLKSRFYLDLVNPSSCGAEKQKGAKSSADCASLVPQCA
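MLSMR compounds (23 nl, pin-transferred) preincubated 10 min at room temperature with a 500nM (2x) first reagent, then RGS4 at 900nM (2x) plus Transcreener GDP mix added; fluorescence polarization (620/688 nm) read before and after 90 min at 30 °C.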
Vif-APOBEC3F blk: Vif-A3F binding inhibition | HeLa A3F-eYFP + Vif (tagged APOBEC3F with the HIV-1 protein that degrades it), YFP fluorescence increase | Potency, µM (top dose mostly 46.1 µM), for the others: top-dose activity, negative = active | 390,000 compounds, 0.2% hits; note: potency is the fitted concentration of half-maximal effect; % of control where 0% means no effect; nearly all actives have a fitted effect of over 65% in size
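Fluorescence increase (Ex 488/Em 500-530) after overnight compound treatment at 37 deg C flags inhibition of Vif-driven A3F-eYFP loss in stable HeLa A3F-eYFP/Vif cells seeded overnight beforehand.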
TrxR1 substrate: rat thioredoxin reductase 1 substrate activity | O89049 | purified TrxR1 substrate turnover, NADPH consumption readout | 390,000 compounds, 0.01% hits | Potency, µM (series often up to 114 µM), for inactives: top-dose activity change, negative = substrate turnover | AID 588456; note: potency is the fitted concentration of half-maximal effect; % is set by controls: 0 for no effect and ±100 for the full control effect; nearly all actives have a fitted effect of over 50% in size
Target sequence (O89049 whole entry, looked up): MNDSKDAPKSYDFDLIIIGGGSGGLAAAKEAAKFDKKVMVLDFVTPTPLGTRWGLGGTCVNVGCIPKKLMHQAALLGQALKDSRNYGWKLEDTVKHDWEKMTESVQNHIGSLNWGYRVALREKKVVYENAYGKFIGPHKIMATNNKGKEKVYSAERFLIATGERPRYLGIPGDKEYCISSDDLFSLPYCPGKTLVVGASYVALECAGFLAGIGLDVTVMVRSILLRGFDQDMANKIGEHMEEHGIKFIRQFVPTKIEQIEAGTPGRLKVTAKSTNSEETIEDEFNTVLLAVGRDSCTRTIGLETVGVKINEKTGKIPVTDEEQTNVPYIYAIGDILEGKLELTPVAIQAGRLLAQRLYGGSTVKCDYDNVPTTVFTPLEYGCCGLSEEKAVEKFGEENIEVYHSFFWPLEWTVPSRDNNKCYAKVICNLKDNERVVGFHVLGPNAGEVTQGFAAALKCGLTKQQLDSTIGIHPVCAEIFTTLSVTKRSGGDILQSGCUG
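Rat TrxR1, dispensed at 90 nM, was prereduced with 400 uM NADPH (final) for 5 min at ~22 deg C, then incubated with compound 15 min before 400 uM selenite. A first-read NADPH fluorescence drop versus no-compound background flagged substrates.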
Vif-APOBEC3G blk: blocks the Vif interaction with human APOBEC3G; Q9HC16; HeLa A3G-eYFP + Vif (tagged APOBEC3G with the HIV-1 protein that degrades it), YFP fluorescence, overnight; AID 602310; Potency, µM (titrated, usually from 46.1 µM), for the others: at the highest dose activity, negative = active, hits mostly inhibitors; 410,000 compounds, 0.076% hits;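 note: potency is the fitted concentration of half-maximal effect; % is set by controls: 0 for no effect and ±100 for the full control effect; nearly all actives have a fitted effect of over 60% in size; hits raise eYFP signal because A3G escapes Vif-driven loss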
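Read-out is eYFP fluorescence (Ex 488/Em 500-530) from Vif-expressing HeLa A3G-eYFP cells; more signal means A3G escaped Vif-mediated degradation. Cells plated overnight, compound pinned in, incubated overnight at 37 deg C.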
LDHA block: LDHA (human) enzyme inhibition; P00338; purified LDHA, NADH/diaphorase-resazurin fluorescence; hits give low values; activity change, % (values are at about 110 or 230 µM); 480,000 compounds, 0.15% hits; AID 1347041; in the data active = activity change below about -30%; inconclusive = mostly about -25% to -30%;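 note: plate controls were DMSO wells for no effect and wells without enzyme for full effect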
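Human LDH5 at 2 nM final in Tris HCl pH 7.4 with 0.06 mM NADH and 0.2 mM pyruvate, reacted 5 minutes at room temperature. Remaining NADH coupled via diaphorase/resazurin; resorufin fluorescence read at 0 and 20 minutes, normalized to enzyme-free and DMSO wells.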
TrxR1 inh: inhibitors of rat thioredoxin reductase 1; recombinant rTrxR1, NADPH fluorescence consumption, selenite substrate; Potency, µM (doses to about 114 µM), without a hit: top-dose activity change, negative = inhibition, hits mostly inhibitors; AID 588453; 390,000 compounds, 1% hits; O89049; note: potency is the fitted concentration of half-maximal effect; % is set by controls: 0 for no effect and ±100 for the full control effect; nearly all actives have a fitted effect of over 65% in size
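Rat TrxR1 (90 nM in the dispensed reagent) was pre-reduced with 400 uM NADPH for 5 min at room temperature, then incubated with compound for 15 min. After 400 uM selenite was added, NADPH fluorescence (Ex 340/Em 450 nm) was followed for 8 min.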
USP1-UAF1 inh: blocks the human USP1/UAF1 deubiquitinase complex; O94782; recombinant USP1/UAF1, Ub-Rhodamine cleavage fluorescence; Potency, µM (series often up to 57.1 µM), without a hit: top-dose activity change, negative = inhibition, actives largely listed as inhibitors; 390,000 compounds, 0.23% hits; note: potency is the fitted concentration of half-maximal effect; % is set by controls: 0 for no effect and ±100 for the full control effect; nearly all actives have a fitted effect of over 60% in size; inactives centre near -12
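High-throughput fluorogenic screen: 1nM USP1/UAF1 complex, Ub-Rho substrate 150nM final, 50mM HEPES pH 7.8 with 0.5mM EDTA, 0.1 mg/ml BSA, 1mM TCEP and 0.01% Tween-20.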
GRP78 ERSR act: induces the endoplasmic reticulum stress response in human glioma cells; Potency, µM, without a hit: top-dose activation, hits mostly activators; 420,000 compounds, 0.02% hits; U87-MG GRP78 promoter luciferase reporter, 16 h; AID 602332; note: potency is the fitted concentration of half-maximal effect; series mostly up to about 76 µM; % of control where 0% means no effect; nearly all actives have a fitted effect of over 35% in size
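ERSR induction read as luciferase luminescence (Bright-Glo, 10 min at room temperature) in stably transfected human U87-MG glioma cells exposed to compounds for 16 h, using GRP78 as sensor.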
mIDH1 inhibitor: inhibitors of human mutant IDH1 R132H; IDH1-R132H enzyme, NADPH consumption, diaphorase/resazurin fluorescence; 390,000 compounds, 0.093% hits; Potency, µM (series often up to 76.6 µM), for inactives: at the top dose activity change, negative = inhibition, usual class: inhibitors; note: potency is the fitted concentration of half-maximal effect; % is set by controls: 0 for no effect and ±100 for the full control effect; nearly all actives have a fitted effect of over 65% in size
Target sequence (O75874 whole entry R132H, stated change not applied): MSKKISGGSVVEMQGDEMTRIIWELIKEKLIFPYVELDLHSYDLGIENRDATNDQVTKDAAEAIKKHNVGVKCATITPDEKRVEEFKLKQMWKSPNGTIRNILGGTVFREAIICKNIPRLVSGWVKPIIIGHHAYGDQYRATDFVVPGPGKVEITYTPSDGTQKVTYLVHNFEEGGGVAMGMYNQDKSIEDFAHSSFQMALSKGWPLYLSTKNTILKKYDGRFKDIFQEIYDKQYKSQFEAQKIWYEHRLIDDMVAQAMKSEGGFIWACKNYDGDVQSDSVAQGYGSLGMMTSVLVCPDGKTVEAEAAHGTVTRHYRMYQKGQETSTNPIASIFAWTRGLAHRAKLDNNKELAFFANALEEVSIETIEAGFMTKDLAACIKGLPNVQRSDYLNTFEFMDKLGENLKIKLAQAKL
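IDH1-R132H (0.5 ug/mL dispensed) in pH 7.5 Tris buffer was preincubated 30 min with compound, then given a substrate mix of 0.016 mM NADPH and 2 mM alpha-KG for 80 min at room temperature; remaining NADPH was read by diaphorase/resazurin fluorescence.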
The depositor's hits bear a star; ? = inconclusive; . = no result given; [ ] = dose if it differs, or a comment. Unless noted, calls come from the whole dose curve; as a rule, active = well fitted curve in the direction sought with a large enough effect; inconclusive = small, poorly fitted or top-dose-only effect, or another doubt; inactive = no such curve, though single readings can be large; an effect the other way counts as inactive or inconclusive. Not all compounds are listed, so the mix of outcomes need not match the whole.

SMILES	RGS4 inh	Vif-APOBEC3F blk	TrxR1 substrate	Vif-APOBEC3G blk	LDHA block	TrxR1 inh	USP1-UAF1 inh	GRP78 ERSR act	mIDH1 inhibitor
CS(=O)(=O)N(CC(=O)Nc1ccc(S(=O)(=O)N2CCCC2)cc1)c1ccccc1F	9%	5%	-7%	0%	-4	-3%	-12%	-2%	1%
O=C(O)CN1C(=O)CSc2ccccc21	-7%	3%	10%	3%	-3	24%	-22%	-1%	0%
CN(C(=O)c1cccc(NC(=O)Cc2cccc(NC(=O)C3CCN(C(=O)C4CCCC4)CC3)c2)c1)C1CCC1	-8%	6%	2%	3%	-5	3%	-17%	-2%	-2%[38.3 µM]
CN(C)CC(=O)Nc1ccc(S(N)(=O)=O)cc1	19%	-7%	12%[57.1 µM]	-6%	-8	24%[57.1 µM]	-6%	-3%	16%
CCN(CC)CCCNC(=O)c1nn(-c2ccc(C)cc2)c(=O)c2c1c1ccccc1n2C	-8%	.	13%	.	-1	17%	-11%	.	.
Cc1ccc(C(=O)Nc2ccccc2[N+](=O)[O-])cc1S(=O)(=O)N1CCOCC1	13%	0%	0%	-19%	-2	13%	-24%	-7%	6%
CCc1noc(C)c1C(=O)Nc1cc(S(=O)(=O)N2CCOCC2)ccc1OCC(F)(F)F	6%	?	5%	1%	-10	22%	1%	-2%	-1%
COc1cccc(C(=O)NC2=NC(c3ccc(N(C)C)cc3)CC(=O)N2)c1 (stereo not drawn)	4%	-1%	9%	0%	-4	15%	-6%	0%	0%
CC(=O)NCC(=O)OCC(=O)c1ccc2ccccc2c1	-48%	-8%	22%	3%	-5	3%	-3%	-2%	5%
CC(C)[C@H](NC(=O)c1cccc(S(=O)(=O)N2CCOCC2)c1)C(=O)Nc1nccs1	2%	-4%	10%[57.1 µM]	0%	-8	16%	-16%	-2%	1%
COc1cc(/C=C(\C#N)C(=O)NCCc2ccccc2)cc(OC)c1O	-31%	?	-8%	?	8	-6%	-24%	-2%	11%
O=C(CSc1nnc(-c2cccs2)n1Cc1ccccc1)NCc1ccc2c(c1)OCO2	11%	-1%	-7%	-5%	-5	-4%	0%	-1%	0%

Fetched one by one from the list above (two):
SMILES	RGS4 inh	Vif-APOBEC3F blk	TrxR1 substrate	Vif-APOBEC3G blk	LDHA block	TrxR1 inh	USP1-UAF1 inh	GRP78 ERSR act	mIDH1 inhibitor
CCN(CC)CCCNC(=O)c1nn(-c2ccc(C)cc2)c(=O)c2c1c1ccccc1n2C	-8%	.	13%	.	-1	17%	-11%	.	.
O=C(CSc1nnc(-c2cccs2)n1Cc1ccccc1)NCc1ccc2c(c1)OCO2	11%	-1%	-7%	-5%	-5	-4%	0%	-1%	0%

The list continues:
SMILES	RGS4 inh	Vif-APOBEC3F blk	TrxR1 substrate	Vif-APOBEC3G blk	LDHA block	TrxR1 inh	USP1-UAF1 inh	GRP78 ERSR act	mIDH1 inhibitor
COc1cc(OC)cc(C(=O)Nc2nc3ccccc3[nH]2)c1	33%	-1%	-14%	-19%	-1	-11%	-7%	-1%	-1%
CCOC(=O)c1oc2ccccc2c1NC(=O)c1cccc(OC)c1OC	-7%	0%	31%[activator]	-22%	2	63%[activator]	-18%	1%	6%
CC(C)Cc1c2c([nH]c(=S)c1C#N)CCCC2	?	-19%	4%[0.457 µM]	0%	-5	-20%	-8%	-6%	6%
CCOC(=O)c1[nH]c(C)c(C(=O)N2CCc3c([nH]c4ccccc34)C2c2ccccn2)c1C (stereo not drawn)	6%	-13%	-2%	-16%	-1	14%	-12%	0%	-7%
O=C(Nc1ccc2oc(-c3cccnc3)nc2c1)c1ccc(-c2cccc(Cl)c2)o1	-128%	3%	17%	12%	-9	-34%	2%	-3%	-16%
Cc1ccc(Cl)cc1NC(=O)/C(C#N)=C/c1c(C)n(Cc2ccccc2)c2ccccc12	-3%	-3%	0%	-3%	-4	12%	-18%	-3%	-2%
S=c1nc(-c2ccccc2)n(-c2ccccc2)[nH]1	-16%	9%	15%[57.1 µM]	1%	-11	-12%[57.1 µM]	-3%	1%	7%
CSC1=NCCN1C(=O)Cc1cccs1	-5%	-1%	-15%	2%	-2	-26%	-4%	-2%	-6%
NC(=O)c1ccc(-n2nnnc2SCC(=O)Nc2ccccc2F)cc1	14%	5%	12%[57.1 µM]	-1%	-13	19%[57.1 µM]	0%	-3%	-1%
CCOC(=O)CC(=O)CSC1=C(C#N)C(c2ccccc2OC)CC(=O)N1 (stereo not drawn)	-34%	2%	9%[57.1 µM]	-2%	19	7%[57.1 µM]	-8%	5%	0%
CC(=O)Oc1cccc(N2C(=O)C3CC=CCC3C2=O)c1 (stereo not drawn)	5%	-1%	0%	-5%	-4	10%	-13%	-1%	3%
CC(C)NC(=O)c1onc(CSc2ccc(F)c(F)c2)c1C(=O)NC(C)C	-21%	5%	-6%[57.1 µM]	-4%	4	18%[57.1 µM]	-25%	-4%	30%
O=C(C[n+]1cccc(C(=O)N/N=C/c2cccc([N+](=O)[O-])c2)c1)c1ccccc1	-2%	1%	-11%	1%	-7	-12%	-13%	-1%	1%
COc1cc(C(NC=O)C(=O)Nc2c(C)cccc2C)ccc1O (stereo not drawn)	23%	-5%	-10%	0%	-2	-22%	-16%	-3%	7%
O=C1OC[C@@H]2CCCN2C(=O)[C@H](CC(=O)N(CCO)Cc2ccccc2)C/C=C\C[C@H]1Cc1ccc(F)cc1	?	3%	8%[57.1 µM]	-6%	-3	17%	-25%	-5%	21%
CC(c1ccc(F)cc1)n1cc(S(=O)(=O)N2CCCC2)ccc1=O (stereo not drawn)	16%	-3%	-1%	-1%	-6	13%	-15%	0%	-3%
Cc1cccc(-c2nc3sc(C)cc3c(=O)o2)c1	-3%	0%	19%	0%	-2	4%[57.1 µM]	-14%	-2%	7%
CC(=O)Nc1ccc(S(=O)(=O)N2CCC(N3CCN(Cc4ccc(C)cc4)C(=O)C3=O)CC2)cc1	?	2%	0%[57.1 µM]	4%	-5	18%[57.1 µM]	?	-2%	-10%
O=C(NCc1cccs1)c1ccncc1	11%	-1%	-1%	1%	-2	-13%	-20%	-5%	3%
CCOC(=O)C1CCN(c2c(NCc3ccc(N(C)C)cc3)c(=O)c2=O)CC1	-5%	-2%	-2%	2%	2	8%	-19%	-4%	7%
O=C(Cc1cccc2ccccc12)N/N=C/c1ccc(O)c([N+](=O)[O-])c1	31%	6%	7%[57.1 µM]	-1%	-9	30%[57.1 µM]	-28%	2%	5%
COc1ccc2[nH]cc(CCN=C(NC(=O)c3cccc(Cl)c3)Nc3nc(C)cc(C)n3)c2c1	1%	3%	-8%	0%	-2	17%	-33%	-5%	-5%
Cc1cccc(OCC(=O)N/N=C/c2sc(=O)n(Cc3cccc(C(=O)O)c3)c2Cl)c1	-1%	-1%	-3%	-24%	-2	?	-5%	0%	10%
O=c1cc(-c2ccccc2)nc2nc(-c3ccccc3)[nH]n12	-14%	.	6%	-8%	2	0%	-2%	5%	11%
COc1ccc(C2C(C(=O)c3ccco3)=C(O)C(=O)N2CC2CCCO2)cc1 (stereo not drawn)	10%	-9%	-7%	5%	-8	-7%	-11%	1%	12%
O=Cc1ccc(O)cc1	.	.	-7%	0%	.	-8%	.	-3%	.
O=C(O)[C@H](Cc1ccccc1)Nc1ccc([N+](=O)[O-])cn1	10%	4%	-11%	-1%	-7	5%	1%	-2%	5%
O=C(CC(Cc1ccccc1)c1ccco1)NC1CCCCC1 (stereo not drawn)	-37%	0%	23%[57.1 µM]	-1%	3	22%[57.1 µM]	-10%	0%	6%
COc1ccc(S(=O)(=O)N(Cc2nc3ccccc3c(=O)[nH]2)C2CCCC2)cc1	-23%	8%	-5%	1%	-3	-1%	-3%	-2%	10%
O=S(Cc1ccc(Br)cc1)Cc1nnc(SCc2c(F)cccc2Cl)n1-c1ccccc1 (stereo not drawn)	-6%	-7%	-8%	1%	5	-9%	0%	-4%	1%
NS(=O)(=O)c1cccc(NC(=O)COC(=O)CCSc2ccccc2)c1	-2%	-10%	4%[57.1 µM]	-4%	-10	16%[57.1 µM]	-20%	1%	9%
O=c1c2c(n3cnnc3n1-c1ccccc1)-c1ccccc1CC21CCCC1	15%	0%	-10%	0%	-9	-10%	2%	-3%	6%
Cc1ccccc1OCC(=O)NNC(=O)c1cc(S(=O)(=O)N2CCOCC2)ccc1N1CCCC1	0%	7%	-5%	3%	-10	3%	-9%	-5%	-4%
COC(=O)c1cc2oc3ccccc3c2n1Cc1cccc(C)c1	12%	-20%	36%[activator]	-2%	-5	46%[activator]	-4%	-2%	-13%
CC(=O)Nc1cc(C(=O)O)ccc1S(=O)(=O)c1ccc(C)cc1	19%	-29%	-3%	0%	-13	8%	2%	-3%	1%
CC(C)OCCCN(Cc1ccco1)C(=O)c1cc2c(s1)-c1ccccc1OC2	-5%	5%	176%[activator]	-6%	6	97%[activator]	-25%	-5%	4%
Cc1ccc(OCCNC(=O)c2cc(C(=O)NCCOc3ccc(C)cc3)cc([N+](=O)[O-])c2)cc1	-14%	2%	-3%	8%	0	16%	-5%	3%	8%
Nc1c(Cl)ncnc1NCC(O)CO (stereo not drawn)	11%	2%	4%[57.1 µM]	0%	-9	11%[57.1 µM]	-6%	-3%	-1%

Screens as filed in PubChem BioAssay.
